Bioassay records deposited in PubChem BioAssay by The Scripps Research Institute Molecular Screening Center.
FBW7 activator: human FBW7 E3 ligase activation, primary screen. Q969H0. AlphaScreen FBW7–phospho-cyclin E peptide binding, activator screen. normalized activity (activation), % at 26.1 µM. hit rate 0.13% among 650,000. AID 1259310; in the data active means normalized activity above about 1.9%;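 further: purified mutant Fbw7 with reduced substrate affinity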
TEAD-YAP block: TEAD-YAP interaction inhibition | HEK-TIYL cells, TEAD-Gal4/YAP UAS-luciferase luminescence | inhibition, % at 9.12 µM | hit rate 1.4% among 640,000 | AID 1259422; in the data active means inhibition above about 32%;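 further: 0% = median of test compound wells and 100% = reference inhibitor wells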
MITF inh: human MITF inhibition, primary screen; inhibition, % at 2.6 µM; O75030; AID 1259374; hit rate 0.91% among 650,000; AlphaScreen MITF homodimerization, bead proximity signal; in the data active means inhibition above about 50%;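 further: 0% = vehicle wells with protein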
Target sequence (O75030 whole entry, looked up): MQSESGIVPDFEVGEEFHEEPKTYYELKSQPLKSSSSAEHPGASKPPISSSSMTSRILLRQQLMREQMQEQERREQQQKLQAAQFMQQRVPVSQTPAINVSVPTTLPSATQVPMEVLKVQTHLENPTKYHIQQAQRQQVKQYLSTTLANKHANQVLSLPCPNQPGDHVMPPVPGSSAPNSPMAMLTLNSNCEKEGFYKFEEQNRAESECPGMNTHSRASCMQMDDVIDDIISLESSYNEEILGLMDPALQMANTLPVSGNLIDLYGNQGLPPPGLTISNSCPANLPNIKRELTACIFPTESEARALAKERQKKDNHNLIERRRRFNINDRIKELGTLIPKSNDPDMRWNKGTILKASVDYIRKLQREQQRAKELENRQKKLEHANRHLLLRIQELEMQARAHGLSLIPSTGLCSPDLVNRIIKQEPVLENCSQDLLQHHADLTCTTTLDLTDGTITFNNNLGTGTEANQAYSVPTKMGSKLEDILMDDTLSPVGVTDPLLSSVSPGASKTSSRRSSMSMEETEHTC
GPR151 activ: activators of human GPR151; Q8TDV0; PathHunter beta-arrestin GPR151 cells, luminescence; activation, % at 11.2 µM; hit rate 1% among 650,000; AID 1508602; in the data active means activation above about 4.9%;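 further: 0% = median of compound wells and 100% = cells with positive control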
Target sequence (Q8TDV0 whole entry, looked up): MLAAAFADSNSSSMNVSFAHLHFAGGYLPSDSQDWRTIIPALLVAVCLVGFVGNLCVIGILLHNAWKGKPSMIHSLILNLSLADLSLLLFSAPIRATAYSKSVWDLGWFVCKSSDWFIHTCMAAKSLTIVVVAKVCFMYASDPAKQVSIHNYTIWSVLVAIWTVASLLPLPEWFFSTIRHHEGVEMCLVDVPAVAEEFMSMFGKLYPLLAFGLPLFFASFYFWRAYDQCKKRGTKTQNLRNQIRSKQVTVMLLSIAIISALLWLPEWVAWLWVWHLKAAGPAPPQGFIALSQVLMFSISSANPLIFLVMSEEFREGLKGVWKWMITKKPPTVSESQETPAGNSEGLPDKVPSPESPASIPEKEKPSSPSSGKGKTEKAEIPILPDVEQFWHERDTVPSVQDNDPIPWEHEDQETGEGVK
* = called active by the depositor; & = joins results of further samples.

no. | Structure | FBW7 activator | TEAD-YAP block | MITF inh | GPR151 activ
1 | O=C(Nc1ccc(Cl)cn1)c1ccc(C2CCCCC2)cc1 | 0.2 | 40.2* | 17.9 | -0.7
2 | COc1ccc(F)cc1S(=O)(=O)N1CCN(C(=O)c2ccco2)CC1 | 0.1 | -2.9 | 18.5 | -1.2
3 | Cc1ccc(C(=O)NCCO)cc1[N+](=O)[O-] | 0.2 | 10.3 | -5.3 | 0.1
4 | COc1cc(CNc2ncc(-c3ccc4c(c3)OCO4)n2C)cc(OC)c1O | -0.1 | 4.5 | 46.0 | -0.3
5 | O=c1oc2ccc(Br)cc2cc1-c1nc(-c2cccs2)cs1 | 0.1 | 5.9 | -0.6 | 0.8
6 | CC(=O)Oc1cc(C(=O)Nc2cc(C)ccc2O)cc(C(=O)Nc2cc(C)ccc2O)c1 | 1.3 | 0.9 | 23.5 | -1.6
7 | Cc1ccc(CN(C(=O)C(C)Oc2ccc(C)c(C)c2)C2CCS(=O)(=O)C2)o1 (stereo not given) | -0.4 | -6.2 | 2.3 | -0.1
8 | COc1ccccc1C(=O)NCC(O)c1ccc([N+](=O)[O-])cc1 (stereo not given) | 0.1 | 6.6 | -2.9 | 0.3
9 | CCCOc1ccc(C2C(=O)N(C3CCCCCC3)CC(=O)N2Cc2ccccc2OC)cc1OC (stereo not given) | -0.5 | -18.8 | 15.9 | 0.5
10 | CCOC(=O)C1CCCN(/C=C2\Oc3c(ccc(O)c3C)C2=O)C1 (stereo not given) | -0.3 | 6.0 | -5.0 | -0.1
11 | CCn1c2ccccc2c2cc(NC(=O)C34CC5CC(CC(C5)C3)C4)ccc21 | -0.2 | 4.5 | -1.6 | 2.0
12 | Cc1ccc(CNC(=O)CNS(=O)(=O)c2cccc3nsnc23)cc1 | 0.4 | 1.9 | 5.3 | 1.4
13 | CC(C)CN(CC(C)C)C(=O)Nc1ccccc1 | -0.1 | 10.5 | 6.5 | -0.2
14 | Cc1ccccc1C1=N/C(=C2/C=CC=CN2C)C(=O)O1 | 0.0 | -1.3 | 11.0 | 1.5
15 | CC(=O)OCCCNc1cc(Cl)c2nonc2c1[N+](=O)[O-] | -0.1 | 1.3 | -1.7 | 0.5
16 | COc1ccc(Br)cc1/C=C1\C(=O)N(c2ccc(Cl)c(C(=O)O)c2)N=C1C | -0.1 | -1.7 | 4.1 | -0.4
17 | Cn1c(=O)c2c(ncn2CCBr)n(C)c1=O | -0.3 | 8.6 | 3.4 | 0.3
18 | Cc1ccc(NC(=S)N(CCCN2CCCC(C)C2)Cc2cccs2)cc1 (stereo not given) | 0.0 | -4.5 | -2.2 | -0.8
19 | CCN(C(=O)Cc1noc2ccc(C)cc12)c1ccccc1F | 0.0 | -4.9 | -14.9 | -0.6
20 | CC1CCCCN1C(=O)CSc1nnc2c3ccccc3n(CC(=O)O)c2n1 (stereo not given) | 0.0 | -4.1 | 2.6 | 0.8

Along the list, from the results shown:
Compounds 10–17 in TEAD-YAP block, in turn: 6.0, 4.5, 1.9, 10.5, -1.3, 1.3, -1.7, 8.6

Three entries drawn at random from the list so far:
no. | Structure | FBW7 activator | TEAD-YAP block | MITF inh | GPR151 activ
20 | CC1CCCCN1C(=O)CSc1nnc2c3ccccc3n(CC(=O)O)c2n1 (stereo not given) | 0.0 | -4.1 | 2.6 | 0.8
4 | COc1cc(CNc2ncc(-c3ccc4c(c3)OCO4)n2C)cc(OC)c1O | -0.1 | 4.5 | 46.0 | -0.3
17 | Cn1c(=O)c2c(ncn2CCBr)n(C)c1=O | -0.3 | 8.6 | 3.4 | 0.3

Remaining list, next part
no. | Structure | FBW7 activator | TEAD-YAP block | MITF inh | GPR151 activ
21 | Cc1cc(NC(=O)c2ccco2)ncc1NC(=O)Cc1ccccc1 | 0.6 | -16.7 | 10.1 | 2.5
22 | CC(=O)C1C(=O)c2cc([N+](=O)[O-])ccc2C1=Nc1ccccc1C (stereo not given) | 0.2 | 4.9 | 8.0 | -0.2
23 | Cc1cc(C)n(CCN2CCN(C(=O)c3ccc(Br)o3)CC2)n1 | 0.0 | 6.2 | -9.3 | -0.4
24 | Cc1nn(-c2cccc(Cl)c2)c2nc(-c3ccncc3)cc(C(=O)O)c12 | 0.0 | -4.7 | 4.0 | 2.3
25 | COc1cc(CN2CCNC(=O)C2CC(=O)N2CCCCCCC2)cc(OC)c1 (stereo not given) | -0.1 | -6.0 | -13.2 | 0.5
26 | CCOC(=O)N1CCN(C2CC(=O)N(c3ccc(Br)cc3)C2=O)CC1 (stereo not given) | 0.1 | -15.1 | 11.4 | -0.5
27 | CCOc1cc(/C=C2/NC(=O)NC2=O)ccc1OCc1ccc(C(=O)O)cc1 | -0.1 | -2.2 | -4.7 | 0.5
28 | COCCSc1nnc(NC(=O)c2ccccc2Cl)s1 | 0.0 | -7.5 | 1.1 | -0.5
29 | CCCCCOc1ccc(OC(=O)c2ccc(-c3ccc(CCC)cn3)cc2)cc1 | 0.0 | 3.3 | 57.3* | -0.6
30 | CCOC(=O)N1CCN(S(=O)(=O)c2cc(C(=O)Nc3ccc(Oc4ccccc4)cc3)ccc2F)CC1 | -0.2 | 21.6 | -1.4 | -1.1
31 | Cc1ccc(C(=O)c2c(NC(=O)CN3CCOCC3)sc3c2CCCC3)cc1 | 0.7 | -1.0 | 3.9 | -0.7
32 | CS(=O)(=O)N(Cc1ccc(C(=O)O)cc1)c1cccc(Cl)c1 | 0.1 | 8.8 | 9.1 | 0.1
33 | Cc1[nH]nc(NC(=O)Nc2cccc(Cl)c2)c1-c1ccc(F)cc1 | -0.1 | -15.1 | 9.3 | 0.9
34 | CCOC(=O)C1=C(C)N=c2s/c(=C/c3ccc(Cl)cc3Cl)c(=O)n2C1c1cccs1 (stereo not given) | 0.0 | 3.2 | 4.4 | -0.2
35 | Fc1ccc2c(c1)nnn2C1CCN(C(=S)NCC2CCCO2)CC1 (stereo not given) | -0.2 | -6.2 | -1.7 | 0.0
36 | Cc1ccccc1C(=O)Nn1c(C)nc2ccccc2c1=O | -0.1 | -3.2 | 8.0 | 0.6
37 | COCCNC(=O)CCNS(=O)(=O)c1ccc(C)cc1 | 0.1 | 12.3 | 5.6 | -0.8
38 | O=C(C1CC1)N1CCc2cc(Br)cc(S(=O)(=O)N3CCCCCC3)c21 | -0.1 | 7.8 | -6.2 | 1.3
39 | O=c1c2ccccc2nc(-c2ccncc2)n1NCc1ccccc1O | 0.1 | 8.3 | -15.4 | -0.5
40 | O=C(Nc1ccccc1O)c1ccc(N2C(=O)C3C4C=CC(C4)C3C2=O)cc1 (stereo not given) | 0.0 | -126.0 | -2.1 | 1.3

Compound profiles, from the list above. Order of values: FBW7 activator, TEAD-YAP block, MITF inh, GPR151 activ
`O=c1c2ccccc2nc(-c2ccncc2)n1NCc1ccccc1O` across the screens: 0.1, 8.3, -15.4, -0.5
`CC(=O)Oc1cc(C(=O)Nc2cc(C)ccc2O)cc(C(=O)Nc2cc(C)ccc2O)c1` across the screens: 1.3, 0.9, 23.5, -1.6

(continued)
no. | Structure | FBW7 activator | TEAD-YAP block | MITF inh | GPR151 activ
41 | Cc1ccccc1SCC(=O)NNC(=O)C1CCCCC1 | 0.9 | -1.1 | 1.2 | -1.5
42 | CNC(=O)c1[nH]ncc1[N+](=O)[O-] | 0.2 | 7.8 | 14.0 | -0.7
43 | O=C(CN1c2cccc3cccc(c23)S1(=O)=O)Nc1cccc(Br)c1 | -0.1 | 3.0 | 5.1 | -1.2
44 | Cc1cc(I)ccc1NC(=O)c1ccc([N+](=O)[O-])cc1 | -0.1 | -5.0 | 0.7 | -0.7
45 | CC(=O)Nc1ccc(NC(=O)c2cncc(-c3ccccc3)c2)cc1 | -0.1 | -1.0 | -5.2 | 0.5
46 | O=C(N/N=C/c1cc(Cl)ccc1O)c1cccc([N+](=O)[O-])c1 | -0.2 | 2.7 | 11.4 | -0.1
47 | COc1ccc(NC(=O)CSc2nc3[nH]ncc3c(=O)n2-c2ccc(C)c(C)c2)c(OC)c1 | -0.2 | 21.0 | 1.5 | -0.9
48 | CCC(=O)N1c2ccccc2NC2=C(C(=O)CCC2)C1c1cccc(Br)c1 (stereo not given) | -0.1 | 6.6 | -7.9 | 0.2
49 | NC(=O)C1CCN(C(=O)Cn2nc3c4ccccc4nc(C4CC4)n3c2=O)CC1 | 0.0 | 9.6 | 10.2 | 0.3
50 | O=C1C2CCCCC2C(=O)N1c1ncn[nH]1 (stereo not given) | 0.1 | 3.0 | 7.8 | 3.3
51 | N=C1C(c2ccccc2)=C(O)CN1c1ccc([N+](=O)[O-])cc1 | 0.1 | -9.6 | -13.3 | -2.0
52 | COc1ccc(C(=O)Nc2cc(C(=O)N3CCCC(C)C3)ccc2N2CC3CC(C2)c2cccc(=O)n2C3)cc1 (stereo not given) | 0.5 | 0.8 | 19.7 | 0.1
53 | CCOC(=O)c1ccc(NC(=O)CC2C(=O)N(c3ccc(F)cc3)C(=S)N2CCc2ccccc2)cc1 (stereo not given) | -0.1&0.4 | -3.6&-2.1 | 16.2&13.5 | 1.7&-1.8
54 | COc1nsc2cc([N+](=O)[O-])cc(F)c12 | 0.0 | 12.6 | 15.9 | 0.1
55 | O=C(NCCn1ncc2c(=O)n(Cc3ccccc3F)cnc21)C1CCCCC1 | 0.0 | 3.1 | 14.3 | -1.3
56 | Cn1c(=O)c2c(nc(NC3CCCCC3)n2CC(O)CO)n(C)c1=O (stereo not given) | -0.3 | -7.9 | -6.6 | 0.0
57 | O=C1CCCN1CCn1cnc2c(NCCc3ccc(O)cc3)nc(Nc3cnccn3)nc21 | 0.1 | 12.8 | 2.9 | 1.8
58 | Cc1cc(C)c(C#N)c(SCC(=O)Nc2ccc(Cl)c(Cl)c2)n1 | 0.0 | -63.5 | 12.5 | -0.3
59 | O=C(Nc1nnc(-c2ccccc2)s1)c1ccc(Cl)c(Cl)c1 | 0.4 | 4.0 | 9.7 | 0.2
60 | O=C(NCc1ccc2c(c1)OCO2)C(O)(c1ccccc1)c1ccccc1 | 0.0 | -8.6 | -4.7 | 0.8

no. | Structure | FBW7 activator | TEAD-YAP block | MITF inh | GPR151 activ
61 | CCN1C(=O)CC(C(=O)Nc2ccc(C(=O)OC)cc2)SC1=Nc1ccc2c(c1)OCO2 (stereo not given) | 0.0 | -5.0 | 20.2 | -0.9
62 | Cc1cccc(-c2nnc(N(C)C(=O)C3CCC3)s2)c1 | 0.0 | -65.4 | -1.0 | -0.1
63 | CN1/C(=C\C(=O)COc2ccc(C#N)cc2)C(C)(C)c2ccccc21 | 0.0 | -0.5 | 1.9 | 1.2
64 | COc1cc2c(C)nc3onc(-c4ccccc4)c3c2cc1OC | 0.4 | -6.5 | 8.5 | 0.2
65 | O=[N+]([O-])c1cc(/C=N/n2cnnc2)ccc1N1CCN(Cc2ccccc2)CC1 | 0.0 | 7.4 | 8.3 | 0.1
66 | COc1ccc(S(=O)(=O)Nc2ccc3c(c2)CC(=O)N3C)cc1C | 0.0 | 13.6 | 0.3 | 0.8
67 | COC(=O)C1=C(C)NC2=C(C(=O)CC(c3cccs3)C2)C1c1cccc(O)c1 (stereo not given) | 0.0&-0.1 | 4.4&9.4 | -12.9&-3.6 | 0.5&-1.6
68 | Cn1cccc1CN1CC[C@H]2[C@H](CCC(=O)N2Cc2ccc(F)cc2)C1 | 0.0 | 6.9 | 5.9 | -1.6
69 | Cc1cc(Cl)ccc1NC(=O)CCC(=O)N/N=C/c1ccccc1O | 0.0 | 20.0 | 8.9 | 1.6
70 | Nc1nnc(-c2cc3cc(Cl)cc(Cl)c3oc2=O)s1 | 0.0 | 10.8 | 1.9 | 1.3
71 | CC(C)(C)c1ccc(C(=O)N(CCO)Cc2cc3cc4c(cc3[nH]c2=O)OCO4)cc1 | 0.0 | -2.3 | -11.3 | 0.8
72 | COc1ccc(N/C(C)=C(\C#N)C(=O)CNc2cccc(OC)c2)cc1 | -0.1 | -7.5 | -6.5 | 0.5
73 | CCOc1cc(/C=C2/NC(=O)NC2=O)cc(Br)c1OCc1ccccc1 | -0.2 | -1.9 | -11.9 | 0.5
74 | CC1=NN(c2ncc(C(F)(F)F)cc2Cl)C(=O)c2ccccc2O1 | 0.2 | -5.1 | -8.7 | 0.2
75 | CCCCCCN1C(=O)C2C(C(=O)Nc3cccc(SC)c3)C3C=CC2(O3)C1C(=O)NC1CCCCC1 (stereo not given) | -0.2 | 6.6 | -1.1 | -0.6
76 | CC(C)(C)c1ccc(C(=O)NC(=O)COC(=O)c2cccc(NS(C)(=O)=O)c2)cc1 | 0.0 | -5.4 | 3.9 | -1.8
77 | COc1ccccc1CN1C(=O)CCC1(C)C(=O)NC1CCCCC1 (stereo not given) | 0.0 | -1.4 | -1.8 | -0.3
78 | O=C1[C@@H]2C[C@H](NCc3ccsc3)CN2C(=O)[C@H]2CCCN12 | 0.3 | 3.6 | 28.1 | -1.2
79 | CC(C)(CO)CN1CCCC(C(=O)Nc2ccc(-c3nc4ccccc4[nH]3)cc2)C1 (stereo not given) | 0.3 | -8.9 | 13.5 | -2.3

An excerpt from above, limited to GPR151 activ, MITF inh and FBW7 activator:
| entry | SMILES | GPR151 activ | MITF inh | FBW7 activator |
| --- | --- | --- | --- | --- |
| 62 | Cc1cccc(-c2nnc(N(C)C(=O)C3CCC3)s2)c1 | -0.1 | -1.0 | 0.0 |
| 63 | CN1/C(=C\C(=O)COc2ccc(C#N)cc2)C(C)(C)c2ccccc21 | 1.2 | 1.9 | 0.0 |
| 64 | COc1cc2c(C)nc3onc(-c4ccccc4)c3c2cc1OC | 0.2 | 8.5 | 0.4 |
| 65 | O=[N+]([O-])c1cc(/C=N/n2cnnc2)ccc1N1CCN(Cc2ccccc2)CC1 | 0.1 | 8.3 | 0.0 |
| 66 | COc1ccc(S(=O)(=O)Nc2ccc3c(c2)CC(=O)N3C)cc1C | 0.8 | 0.3 | 0.0 |
